# SIRT5 block – SIRT5 desuccinylase inhibitors, primary screen, biochemical, fluorescence imaging, single point, set 5; Purified SirT5, succinyl-peptide AMC, trypsin-coupled fluorescence; inhibition, % at 15 µM; 1.1% of 330,000 active; in the data active = inhibition above about 15%
# Target sequence (Q9NXA8 whole entry, looked up): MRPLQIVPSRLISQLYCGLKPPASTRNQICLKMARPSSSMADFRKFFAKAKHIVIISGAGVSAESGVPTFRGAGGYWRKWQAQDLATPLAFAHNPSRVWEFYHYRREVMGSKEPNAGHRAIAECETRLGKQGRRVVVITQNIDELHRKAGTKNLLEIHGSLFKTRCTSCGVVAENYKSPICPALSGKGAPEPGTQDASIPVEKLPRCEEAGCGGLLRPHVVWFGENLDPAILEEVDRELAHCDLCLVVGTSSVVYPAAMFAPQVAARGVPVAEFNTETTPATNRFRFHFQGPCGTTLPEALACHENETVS
# Statin myotox sup – suppressors of statin myotoxicity in C2C12 myotubes, primary screen, cell-based, single point, plate reader | C2C12 myotubes + simvastatin, ATP luminescence, 48 h; scaled: DMSO 0, geranylgeraniol control 100 | rescue of ATP level, % at 7.49 µM | 0.78% of 330,000 active;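 active = mean ATP rescue above about 67%, or every replicate alone reaching that limit, limit read from the data, passing the limit was not always enough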;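 also: myotubes were challenged with 10 µM simvastatin during compound exposure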
# miR-122 sensor – miR-122 Renilla sensor signal increase in Huh7, primary screen, miR-122 inhibitor project, cell-based, single point, plate reader. Huh7 miR-122 Renilla luciferase sensor, 48 h; neutral wells = 0, positive control = 100. AID 602342, 2012. 0.3% of 340,000 active. activation (reporter increase), % at 12.5 µM;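 active = mean replicate activation score at least 90 and every replicate individually at or above 90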;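 also: higher luciferase means less miR-122 activity so hits act as miR-122 inhibitors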
# ARNT TACC3 PPI – disruptors of ARNT/TACC3 protein interaction, primary screen, biochemical, AlphaScreen, single concentration; 0.66% of 390,000 active; Transforming acidic coiled-coil-containing protein 3 (Homo sapiens), Q9Y6A5; AlphaScreen His-ARNT PAS-B/GST-TACC3 binding, luminescence; TACC3 fragment carries E629A point mutation; inhibition, % at 9.99 µM;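 active = mean inhibition of replicates at least 50% and at least half of replicates each reaching 50%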;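 also: 0% = complete ARNT plus TACC3 wells and 100% = ARNT alone without TACC3; many hits fall short of the cut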
# esBAF inh – Bmi1 luciferase reporter increase in mESCs, primary screen, esBAF inhibitor project, mouse ES cells, Bmi1 luciferase knock-in, single point | 24 h; 100% = twice the neutral-well signal | reporter increase, % at 12.5 µM | 2% of 350,000 active | AID 602393, 2012; in the data active = activation above about 40%;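 also: 0% = median of the plate's neutral control wells and 100% = double that signal; a rise in the Bmi1 reporter signal indicates esBAF inhibition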
# Cneo AK release – Cryptococcus neoformans cell lysis inducers, primary screen, AK release luminescence, single concentration; C. neoformans lysis, adenylate kinase release luminescence, 4 h; normalised: neutral wells 0, clomiphene wells 100; lysis activity, % at 15 µM; 0.2% of 360,000 active; AID 651654, 2012;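 active = mean lysis activity across replicates of at least 80%, whatever share of replicates individually reach that level; inactive = mean lysis activity below 80%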
#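 Assay system: Cryptococcus neoformans yeast cells / Dosing: single-point compound dose / Timing: 4 h at 37 °C static, read 1 h later / Measured by: luminescence of released adenylate kinase using an AK detection reagent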
# ERp5 block – inhibitors of ERp5-driven insulin aggregation, primary screen, biochemical, turbidity, absorbance 650 nm, single point; Protein disulfide-isomerase A6 (Homo sapiens), Q15084; 90 min; inhibition, % at 9.99 µM; 0.05% of 350,000 active; AID 651711, 2012;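 active = mean replicate inhibition above about 25%, with every replicate also reaching it, limit read from the data, passing the limit was not always enough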
# Target sequence (Q15084 whole entry, looked up): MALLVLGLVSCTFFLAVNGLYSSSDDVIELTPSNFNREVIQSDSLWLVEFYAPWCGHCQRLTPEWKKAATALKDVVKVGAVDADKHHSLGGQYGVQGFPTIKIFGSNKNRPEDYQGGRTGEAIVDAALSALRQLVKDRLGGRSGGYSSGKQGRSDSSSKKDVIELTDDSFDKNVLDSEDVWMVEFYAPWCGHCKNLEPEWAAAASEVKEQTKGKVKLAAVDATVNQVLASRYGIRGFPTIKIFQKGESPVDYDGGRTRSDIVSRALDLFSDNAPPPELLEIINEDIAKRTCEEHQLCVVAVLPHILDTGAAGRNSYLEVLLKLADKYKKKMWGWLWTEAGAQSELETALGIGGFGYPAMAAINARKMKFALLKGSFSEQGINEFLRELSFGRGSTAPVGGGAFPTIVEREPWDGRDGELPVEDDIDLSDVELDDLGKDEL
# An asterisk follows results filed as active; . = no result given; & = joins results of further samples; [ ] = remark or other dose.
SMILES,SIRT5 block,Statin myotox sup,miR-122 sensor,ARNT TACC3 PPI,esBAF inh,Cneo AK release,ERp5 block
O=C(Cn1nc(Cc2cccnc2)c2ccccc2c1=O)Nc1ccccc1F,-6.4,0.7,7.7,-8.8,1.8,1.9,-1.5
CC(C)C1N=C2c3ccccc3N=C(SCC#N)N2C1=O (stereo not drawn),.,-4.3,4.7,-5.4,-1.8,-0.8,.
CSc1nsc(/C=C/Nc2ccc(F)cc2)c1C#N,6.1,.,.,1.0,.,.,6.8
CC(C)c1ccc(NC(=O)c2cc(S(=O)(=O)N3CCCC3)c[nH]2)cc1,-4.2,-6.5,80.7,-1.6,9.6,-1.4,0.3
COC(=O)c1cccc(-n2sc3ccccc3c2=O)c1,0.4,4.6,-2.7,2.4,27.7,-1.0,4.4
O=C(N/N=C/c1ccc(O)c2ncccc12)c1cccc(Br)c1,-3.9,.,-13.7,12.8,.,.,4.2
CN(C)C(CNC(C(=O)Nc1ccc([N+](=O)[O-])cc1Br)c1ccccc1)c1ccccc1 (stereo not drawn),-0.8,.,.,16.2,.,.,18.6
CC(C(=O)Nc1sc2c(c1C(=O)NCc1ccco1)CCCC2)N1C(=O)c2ccccc2C1=O (stereo not drawn),.,-3.6,-0.8,.,-0.7,0.8,.
CC(C)C(=O)Nc1cccc(C(=O)Nc2ccc3c(c2)OCO3)c1,.,-30.2,-4.7,-0.6,10.9,-0.8,.
C[C@@H]1CN([C@H](C)CO)C(=O)Cc2cc(NC(=O)Cc3cn(C)c4ccccc34)ccc2O[C@@H]1CN(C)C(=O)Nc1ccc(F)cc1,-0.4,41.7,-2.8[16.7 µM],.,0.4,.,8.7
O=[N+]([O-])c1cc(S(=O)(=O)N2CCOCC2)ccc1N1CCNCC1,-0.4,-2.8,-3.5,.,-2.4,0.0,-1.1
COc1ccc(CN(C(=O)/C=C/C(=O)c2ccc(OC)cc2O)C(C(=O)NC2CCCCC2)c2ccncc2)cc1 (stereo not drawn),2.3,.,-7.5,-2.6,.,-0.1,3.6
Cc1cccc(N(C(=O)CNC(=O)c2cccs2)C(C(=O)NC2CCCC2)c2cccnc2)c1 (stereo not drawn),.,3.1,0.4,.,8.5,3.8,.
Cc1ccc(S(=O)(=O)N2CCOCC2)cc1NC(=O)CSc1nnc(C2CC2)n1C1CC1,-1.8,3.2,.,.,1.5,-1.2,0.8
COc1ccc2c(c1)c(C(=O)OCCN(C)C)c(C)n2C,.,104.6*,-2.3,1.6,-2.5,-1.1,.
COc1cc2ccccc2cc1C(=O)NCCCN1CCOCC1,-11.0,.,.,-1.3,.,2.3,1.2
CCOC(=O)Cc1csc(NC(=O)c2cc(C)c(C)s2)n1,1.8,4.6,-0.5,.,14.4,-3.2,1.4
CCNC(=O)C1CCCN(C(=O)c2cccc(C(F)(F)F)c2)CC1 (stereo not drawn),0.2,0.8,1.8,.,0.0,11.6,2.2
Cc1cc(OC(C)C(=O)N/N=C/CC(C)c2ccccc2)ccc1Cl (stereo not drawn),.,1.8,-3.8,0.5,1.2,1.9,.
S=c1[nH]nc(-c2ccc(Br)cc2)n1-c1ccc2c(c1)OCCO2,-3.3,.,.,-2.9,.,.,-1.4
O=C(CN1C(=O)COc2ccccc21)NCc1ccc(C(=O)O)cc1,.,-8.3,-0.8,-2.1,-2.4,1.2,.
CCOc1cc2c(cc1O)C(=NO)CC1C2CCC2(C)C(O)CCC12 (stereo not drawn),-1.3,.,.,1.2,.,.,7.4
O=C(C[C@@H]1C=C[C@H](NC(=O)Nc2cc(F)ccc2F)[C@@H](CO)O1)NCc1ccccn1,1.0,-2.4,.,-11.5,-0.1,0.7,-11.3
O=C(C[C@@H]1C=C[C@H](NC(=O)c2ccc3c(c2)OCO3)[C@H](CO)O1)NCc1ccc(Cl)cc1,-0.1,2.1,.,-11.2,0.9,-4.4,-7.2
NS(=O)(=O)c1ccc2nc(NC(=O)Nc3ccccc3F)sc2c1,-1.0,28.6,14.2,16.8,12.0,-3.8,2.1
CCOC(=O)c1nc(C)n(-c2cc(Cl)ccc2Cl)n1,.,-16.5,-1.9,-19.4,-0.9,10.6,.
O=C(NC1CCCC1)N[C@@H]1C=C[C@@H](CC(=O)N2CCOCC2)O[C@H]1CO,-5.9,1.0,8.5[16.7 µM],-5.8,-3.7,0.4,9.6
CC1CCCN(c2nc3c(c(=O)n(C)c(=O)n3C)n2Cc2ccccc2)C1 (stereo not drawn),.,25.6,-4.6,-2.2,9.9,.,.
C[C@H]1CN([C@@H](C)CO)C(=O)c2c(c3ccccc3n2C)-c2ccccc2CO[C@H]1CN(C)C(=O)c1ccncc1,-4.2,-19.5,.,4.0,-6.0,-2.2,5.1
CCC(=O)c1cc(F)c(N2CCN(S(=O)(=O)c3ccc(C)cc3)CC2)cc1C,.,17.2,-2.0,-9.5,-5.1,8.6,.
CN(C)/C=N/N(C)c1ncccc1[N+](=O)[O-],-9.4,0.0,0.1,3.9,1.8,3.2,-2.5
Cc1ccc(NS(=O)(=O)c2ccc(Cl)nc2)c(C)c1,3.0,4.9,2.1,.,1.8,1.2,2.5
CC(C)(CNC(=O)c1ccc(S(=O)(=O)N2CCCC2)cc1)N1CCOCC1,-3.2,0.7,1.6,8.5,4.0,-4.7,1.2
O=C(C[C@@H]1CC[C@@H](NC(=O)c2ccc(F)cc2)[C@H](CO)O1)NCCc1ccncc1,1.3,4.1,.,-9.9,0.2,3.9,0.3
Cc1csc(CNc2ncnc3ccc(-c4cccc(Cl)c4)cc23)c1,34.3*,-24.0,.,8.4,-1.7,-4.0,2.7
CC(=O)c1cccc(NC(=O)C2CCN(S(=O)(=O)c3ccccc3)CC2)c1,.,1.6,.,.,1.1,4.6,.
CC(NC(=O)CN1CCN(CC(=O)Nc2ccccc2Cl)CC1)c1ccc(Br)cc1 (stereo not drawn),-4.3,0.6,-7.8,1.0,-5.7,0.2,8.2
CCOC(=O)[C@H]1[C@H]2COc3cc(OC)ccc3[C@@H]2N2C(=O)c3cc(F)ccc3NC(=O)[C@@]12C,.,8.0,-7.2,-5.2,-6.0,-0.3,3.6
COc1ccc(C(=O)Nc2c(Cl)cc(Cl)cc2C(=O)NCCN2CCOCC2)cc1,-8.5,-6.7,2.6,-0.6,-5.9,1.1,0.1
Cc1ccc(S(=O)(=O)Nc2ccc3c(c2)C(=O)N([C@@H](C)CO)C[C@@H](C)[C@H](CN(C)S(=O)(=O)c2ccc(C)cc2)OCCCC[C@@H](C)O3)cc1,1.6,.,-14.4[16.7 µM],-24.7,5.1,-2.0,-2.2
COc1ccc(C(=O)Nc2ccc(S(=O)(=O)N3CCN(C)CC3)cc2)cc1,4.6,.,.,-1.1,.,.,6.9
COCCCNC(=O)Nc1ccc(Br)cc1Cl,.,-9.2,1.9,10.8,29.0,0.9,.
CC1(C(=O)NS(=O)(=O)c2ccc(Cl)cc2)CCN1C(=O)CCc1ccc(Cl)cc1Cl (stereo not drawn),-1.4,1.3,-0.4,.,0.2,-0.6,-8.2
COc1ccc2cc(C(=O)C3CCCN(Cc4cnc(N5CCOCC5)s4)C3)ccc2c1 (stereo not drawn),-6.9,8.5,-4.2,6.3,-0.1,1.1,3.9
C[C@@H]1CN([C@H](C)CO)S(=O)(=O)c2ccc(C#C[C@@H](C)O)cc2O[C@H]1CN(C)C(=O)CC1CC1,1.7,-0.8,-4.3[16.7 µM],-4.9,0.3,3.6,-1.1
Cc1ccccc1-c1nc(CS(=O)(=O)CC(=O)NCCCN2C(C)CCCC2C)c(C)o1 (stereo not drawn),-2.9,-4.8,-1.6,-0.9,-1.7,-4.3,-3.8
CCN1CCN(CC(=O)Nc2cc(S(=O)(=O)N3CCCCC3)ccc2Cl)CC1,3.8,-10.0,.,.,-2.9,-0.3,-9.3
O=C1COc2ccc(NC(=O)c3ccccc3C(=O)O)cc2N1,1.1,2.5,3.9,-2.4,0.6,1.2,4.5
Nc1ncnc2c1ncn2[C@@H]1O[C@H](CNC(=O)[C@H](N)Cc2cccnc2)[C@@H](O)[C@H]1O,-5.5,4.5,-0.6,.,1.1,0.0,3.6
Cc1cc(=O)[nH]c2ccccc12,.,-10.8,-16.2,-0.2,0.6,-0.4,.
COc1nc(N(C)C)nc(N2CC(=O)N(CCNS(=O)(=O)c3ccc(C)cc3)C2=N)n1,.,.,-3.3,-4.5,.,2.0,.
O=C(CSc1n[nH]c(=O)n1-c1ccccc1)Nc1ccccc1,-6.3,.,-2.0,.,.,3.7,-3.1
CCc1cnc(N2[C@@H](C#N)[C@H](c3ccc(C#CC(C)C)cc3)[C@@H]2CO)s1,4.2,19.3,.,17.3,-1.8,0.5,-1.4
O=C(CN1C(=O)NC2(CCCC2)C1=O)NC(c1ccccc1)c1ccccc1,-1.2,0.0,-8.3,-8.1,-9.7,-2.3,1.5
CCC(=O)N1CCC1(C)C(=O)Nc1ccc(OC(F)F)cc1 (stereo not drawn),.,5.4,-4.0,.,-2.4,-3.3,3.2
c1ccc2c(c1)oc1c(N3CCOCC3)ncnc12,.,.,3.2,-3.3,.,-10.0,.
COc1ccc([C@H]2C=C(C(=O)O)O[C@@H](OCCCCO)C2)cc1,-5.2&4.1,-0.3,-1.8,23.1&28.5,5.6,41.3&0.2,0.2&4.4
CCCCCC(CC(=O)NO)C(=O)NC(C(=O)N1CCCC1CO)C(C)C (stereo not drawn),-1.5,9.4,-8.5,27.4,8.3,2.0,0.7

# Shown as tab-separated lines: entries from further up
compound	SIRT5 block	Statin myotox sup	miR-122 sensor	ARNT TACC3 PPI	esBAF inh	Cneo AK release	ERp5 block
Nc1ncnc2c1ncn2[C@@H]1O[C@H](CNC(=O)[C@H](N)Cc2cccnc2)[C@@H](O)[C@H]1O	-5.5	4.5	-0.6	.	1.1	0.0	3.6
Cc1cc(=O)[nH]c2ccccc12	.	-10.8	-16.2	-0.2	0.6	-0.4	.
COc1nc(N(C)C)nc(N2CC(=O)N(CCNS(=O)(=O)c3ccc(C)cc3)C2=N)n1	.	.	-3.3	-4.5	.	2.0	.
O=C(CSc1n[nH]c(=O)n1-c1ccccc1)Nc1ccccc1	-6.3	.	-2.0	.	.	3.7	-3.1
CCc1cnc(N2[C@@H](C#N)[C@H](c3ccc(C#CC(C)C)cc3)[C@@H]2CO)s1	4.2	19.3	.	17.3	-1.8	0.5	-1.4
O=C(CN1C(=O)NC2(CCCC2)C1=O)NC(c1ccccc1)c1ccccc1	-1.2	0.0	-8.3	-8.1	-9.7	-2.3	1.5
CCC(=O)N1CCC1(C)C(=O)Nc1ccc(OC(F)F)cc1 (stereo not drawn)	.	5.4	-4.0	.	-2.4	-3.3	3.2
c1ccc2c(c1)oc1c(N3CCOCC3)ncnc12	.	.	3.2	-3.3	.	-10.0	.
COc1ccc([C@H]2C=C(C(=O)O)O[C@@H](OCCCCO)C2)cc1	-5.2&4.1	-0.3	-1.8	23.1&28.5	5.6	41.3&0.2	0.2&4.4
CCCCCC(CC(=O)NO)C(=O)NC(C(=O)N1CCCC1CO)C(C)C (stereo not drawn)	-1.5	9.4	-8.5	27.4	8.3	2.0	0.7
